AT treatment = potential ataxia-telangiectasia treatment; […] A-T fibroblasts, KAP-1 phosphorylation AlphaLISA; neocarzinostatin DNA damage 30 min before lysis; Potency, µM (series often up to 57.5 µM), for inactives: at the highest dose activation, actives largely listed as activators; hit rate 0.19% among 320,000; AID 485349; further: potency means the concentration at half of the fitted maximal effect; % of control where 0% means no effect; nearly all actives have a fitted effect of over 45% in size
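ATM-like activity read as KAP-1 phosphorylation via AlphaLISA donor/acceptor antibody pairs after lysis and 6 hr at 25C. Cells were ATM-null patient fibroblasts ([…], hTERT), dosed 60 min, then exposed to the DSB inducer NCS for 30 min.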
TCR act = activates T cell receptor signaling. primary human leukocytes, anti-CD3, IL-2 HTRF, 48 h. Potency, µM (titrated, usually from 9.22 µM), for inactives: at the highest dose activation of IL-2 secretion, actives largely listed as activators. 330,000 tested, under 10 active; further: % of control where 0% means no effect
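Using a-CD3 beads without co-stimulation, primary human leukocytes were exposed to compounds for 48 hr. An HTRF IL-2 kit measured the cytokine, with europium-to-d2 energy transfer producing emission at 665nm upon 320nm excitation.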
KCNH2 3.1 inh = blocks the human KCNH2 3.1 channel isoform; U2OS KCNH2 3.1, thallium flux FluxOr; hits give low values; hit rate 0.95% among 340,000; activity change, % (tested at about 1.8 µM);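 active means maximum activity change below -70%; inconclusive means maximum activity change from -70% to -50%; inactive means maximum activity change above -50%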;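 further: thallium influx rate constant from kinetic fluorescence after stimulation buffer; on the % scale 0 is the no-effect control and ±100 the full control effect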
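Virally transduced U2OS (3.1 isoform, 4 h infection in dark at RT) → overnight 37 C → FluxOr + Red40 in HBSS/HEPES, 45 min → stimulation buffer, 2 min kinetic read → rate constant vs DMSO controls.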
Eya2 phos inh = Eya2 (human) phosphatase inhibition | AID 488837 | recombinant Eya2, OMFP fluorescence dephosphorylation (OMFP is methylfluorescein phosphate) | Potency, µM (titrated, usually from 76.9 µM), for inactives: at the top dose activity, negative = inhibition, hits mostly inhibitors | hit rate 0.006% among 330,000 | O00167; further: potency means the concentration at half of the fitted maximal effect; on the % scale 0 is the no-effect control and ±100 the full control effect
Target sequence (O00167 whole entry, looked up): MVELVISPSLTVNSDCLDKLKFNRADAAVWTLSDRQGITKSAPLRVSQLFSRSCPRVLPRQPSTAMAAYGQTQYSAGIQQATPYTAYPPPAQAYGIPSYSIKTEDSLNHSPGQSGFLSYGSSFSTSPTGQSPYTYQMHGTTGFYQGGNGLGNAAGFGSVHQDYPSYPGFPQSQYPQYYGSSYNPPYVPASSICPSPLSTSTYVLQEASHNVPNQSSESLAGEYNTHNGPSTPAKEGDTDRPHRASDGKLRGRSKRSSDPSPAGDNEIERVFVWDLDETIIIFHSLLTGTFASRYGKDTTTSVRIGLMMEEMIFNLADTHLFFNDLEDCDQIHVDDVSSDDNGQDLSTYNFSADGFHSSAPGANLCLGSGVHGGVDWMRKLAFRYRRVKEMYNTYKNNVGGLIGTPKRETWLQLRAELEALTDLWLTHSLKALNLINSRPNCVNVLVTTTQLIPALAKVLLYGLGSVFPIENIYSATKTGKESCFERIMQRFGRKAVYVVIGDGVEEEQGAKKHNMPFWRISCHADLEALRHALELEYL
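Eya2 protein (added as 0.2 uM solution) was preincubated with compound for 10 min at ambient temperature in 50 mM HEPES pH 7.5, 50 mM NaCl, 5 uM MgCl2, 0.05% BSA, 1 mM DTT. OMFP (added at 50 uM) then reacted 10 min; fluorescence read at 485/525 nm.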
TRPV1 ag = activates the human vanilloid receptor TRPV1; Q8NER1; TRPV1-expressing cells, Fluo-8 calcium influx, agonist mode; activation, % at 8.33 µM; hit rate 0.19% among 320,000; AID 540275; in the data active means activation above about 80%; inconclusive means between about 30% and that limit; further: 0% is about no effect
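Fluo-8 calcium influx in TRPV1-expressing cells, kinetic read (ex 480/em 520 nm). Compound added and read 3 min for agonist activity, followed by capsaicin at EC20 final and 2 min further read for enhancement.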
Mito fusion act = mitochondrial division inhibition or fusion activation. Potency, µM (doses to about 46.1 µM), without a hit: at the top dose growth rescue (activation), actives largely listed as activators. S. cerevisiae fusion-defective mutant growth rescue, CellTiterGlo 48 h. AID 485298. hit rate 0.23% among 320,000;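 further: potency means the concentration at half of the fitted maximal effect; % of control where 0% means no effect; nearly all actives have a fitted effect of over 45% in size; temperature-sensitive fusion mutants such as fzo1-1 at 37 °C on non-fermentable ethanol glycerol medium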
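Compounds are tested for their ability to restore growth of mitochondrial fusion-defective yeast strains at non-permissive 37C in YPEG medium over 48 hours. Viability is quantified by luciferase luminescence.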
TSHR antag = antagonists of human thyroid stimulating hormone receptor. activity change, negative = inhibition, % at 11.5 µM. AID 504810. hit rate 0.2% among 330,000. TSHR-expressing cells, TSH-stimulated cAMP HTRF, 2 h; hits give low values. P16473;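 active means activity change below a set negative limit, meaning inhibition stronger than a set level, cut at about -70% in these data; inconclusive means activity change between two set negative limits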; further: on the % scale 0 is the no-effect control and ±100 the full control effect
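TSHR-expressing cells, 200/well, pre-treated with compound, then stimulated with EC80 TSH (4nM final) for 2 hours at 37 deg C. cAMP measured by competitive HTRF: anti-cAMP cryptate antibody in lysis buffer plus cAMP-d2, read after 30 minutes at room temperature.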
USP2a inh = blocks human ubiquitin-specific protease USP2a. O75604. USP2 core, Ub-CHOP2 coupled fluorogenic reporter, 485/531. Potency, µM (top dose mostly 38.3 µM), for inactives: top-dose activity change, negative = inhibition, usual class: inhibitors. hit rate 0.01% among 330,000. AID 463254;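 further: potency means the concentration at half of the fitted maximal effect; plate controls were DMSO wells for no effect and full inhibition by NEM control for full effect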
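Cell-free coupled assay: 10nM USP2 core preincubated 30min RT with compound in Tris-HCl pH 8.0/CaCl2/CHAPS buffer, then 25nM Ub-CHOP2 and 25nM reporter substrate; fluorescence (Ex 485/Em 531) read after 60min RT, normalized to NEM inhibition, concentration-response curves fitted.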
hERG WT inh = blocks the wildtype human KCNH2 potassium channel | Q12809 | U2OS, BacMam KCNH2, thallium flux FluxOr; hits give low values | activity change, % at 1.84 µM | hit rate 0.37% among 340,000;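 active means maximum activity change below -70%; inconclusive means maximum activity change between -70% and -50%; inactive means maximum activity change above -50%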; further: on the % scale 0 is the no-effect control and ±100 the full control effect
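U2OS cells transduced with wild-type KCNH2 virus are loaded with FluxOr dye for 45 min, and thallium flux is measured in kinetic reads before and after stimulation buffer. Rate constants are normalized to DMSO controls.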
ELG1 repair inh = blocks ELG1-dependent DNA repair in HEK293T cells; HEK293T ELG1-luciferase reporter, luminescence, 16 h; DNA damage induced by 5-fluorouridine; Potency, µM (titrated, usually from 46.1 µM), for the others: at the top dose activity change, negative = inhibition, actives largely listed as inhibitors; hit rate 2.3% among 330,000; AID 504467; further: potency means the concentration at half of the fitted maximal effect; on the % scale 0 is the no-effect control and ±100 the full control effect; nearly all actives have a fitted effect of over 55% in size
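Luminescence from the luciferase reporter, measured 30 min after ONE-Glo reagent at room temperature, was the read-out. Beforehand, 2,000 cells per well were exposed for 16 hr at 37 °C to 5-fluorouridine together with compound or vehicle.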
* hit, by the source's call; ? = inconclusive; . = no result given; [ ] = dose if it differs, or a comment. Unless noted, the call rests on the fitted dose curve; in most records, active means well fitted curve in the direction sought with a large enough effect; inconclusive means small, poorly fitted or top-dose-only effect, or another doubt; inactive means no such curve, though single readings can be large; an effect the other way counts as inactive or inconclusive. Only part of the results is shown; the hit share may differ from the screen's.

SMILES | AT treatment | TCR act | KCNH2 3.1 inh | Eya2 phos inh | TRPV1 ag | Mito fusion act | TSHR antag | USP2a inh | hERG WT inh | ELG1 repair inh
CC(=O)N1CN(C2CCCC2)Cc2c1sc1c2CCCC1 | -8% | -2% | 16 | 3% | ? | -4% | -1 | 6% | -4 | 0%
Cc1ccc(-c2nc(CS(=O)CC(=O)NCCN3CCCCCC3)c(C)o2)cc1 (configuration not stated) | -1% | -3% | 0 | -1% | 2 | -1% | 8 | 5% | -10 | 18%
C=CCNC(=S)NNc1nc(Nc2ccccc2)nc(N2CCCCC2)n1 | 2%[11.5 µM] | -9% | 7 | -4% | 4 | 4% | -12 | 1% | 3 | 2%
O=c1oc2cc(OCc3c(F)cccc3Cl)ccc2cc1-c1ccccn1 | 2% | 3% | -7 | -2% | 17 | -5% | 8 | 0% | -9 | -12%
Cc1ccccc1C(=O)N1CCC(C(=O)NCc2ccc(Cl)cc2)CC1 | 0% | -4% | 8 | -4% | 3 | 1% | 3 | 3% | -20 | -29%
CCC1(C)Cc2ccccc2C(Nc2c(C)n(C)n(-c3ccccc3)c2=O)=N1 (configuration not stated) | . | -12% | 5 | 21% | -1 | -1% | 6 | 4% | 24 | 13%
COc1ccc(N(CC(=O)Nc2cc(C)ccc2C)S(=O)(=O)c2ccccc2[N+](=O)[O-])c(OC)c1 | 0% | 4% | 5 | -14% | 0 | 3% | 1 | -12% | 5 | -1%
CC(Sc1nc2cc([N+](=O)[O-])ccc2n1-c1cccc(C(F)(F)F)c1)C(=O)NC(N)=O (configuration not stated) | 5% | -4%[46.1 µM] | 7 | 12% | ? | -7% | -8 | 4% | 4 | 1%
CCn1c(SCC(=O)Nc2ccc(N3CCOCC3)cc2)nnc1-c1ccco1 | 8% | 18% | 5 | -1% | 2 | 0% | 2 | 2% | 6 | 11%
CSCCC(NC(=O)c1cc(S(=O)(=O)N2CCOCC2)ccc1F)c1nc2ccccc2[nH]1 (configuration not stated) | 14% | 4% | 7 | 18% | -2 | 5% | 13 | 1% | 3 | 1%
Cc1ccccc1NCC(=O)N/N=C/c1c(C)c(C(=O)c2ccc(Cl)cc2)n2ccccc12 | -6% | -5%[46.1 µM] | -13 | -8% | 0 | 2% | 5 | 3% | -10 | ?
Cc1nc2c(c3c1[nH]c1ccccc13)C(O)CC(C)(C)C2 (configuration not stated) | 10% | -8%[46.1 µM] | 1 | 2% | -4 | 0% | -6 | 3% | -14 | ?

Looked up above.
Value for `Cc1ccccc1NCC(=O)N/N=C/c1c(C)c(C(=O)c2ccc(Cl)cc2)n2ccccc12` under TSHR antag: 5
Value for `COc1ccc(N(CC(=O)Nc2cc(C)ccc2C)S(=O)(=O)c2ccccc2[N+](=O)[O-])c(OC)c1` under TSHR antag: 1

Remaining list, next part.
SMILES | AT treatment | TCR act | KCNH2 3.1 inh | Eya2 phos inh | TRPV1 ag | Mito fusion act | TSHR antag | USP2a inh | hERG WT inh | ELG1 repair inh
COc1cc(OC)cc(C(=O)NC(=S)Nc2ccc3c4c(cccc24)CC3)c1 | -13% | 6% | -7 | 15% | -1 | -3% | 0 | 1% | -9 | -4%
CN(C(=O)CCNC(=O)Cn1cnc2ccccc2c1=O)c1ccccc1F | -4% | 6% | 11 | -24% | 1 | 2% | -5 | 1% | -5 | 12%
CCOc1ccc(CN2CCN(S(=O)(=O)c3ccc(NC(C)=O)cc3)CC2)cc1 | 5% | -2% | -27 | 2% | 8 | -9% | 5 | 3% | 44 | ?
CCNc1nc(NC(C)C)nc(N(C#N)C(C)C(=O)N(C)C)n1 (configuration not stated) | 10% | 3%[46.1 µM] | -20 | 0% | 2 | -3% | 23 | 1% | 3 | 9%
OCC[C@H]1C[C@H](O)[C@@H](O)[C@@]2(OCc3ccccc32)O1 | -6% | 1% | 0 | 1% | 4 | -2% | 4 | 3% | -25 | 9%
Cc1nc(SCC(=O)NC2CCS(=O)(=O)C2)c2c(C)c(C)sc2n1 (configuration not stated) | 5% | 0% | -1 | -13% | 0 | 6% | 37 | 1% | 1 | -4%
CC(C)(C)OC(=O)N1CCC(Cc2cc(-c3cccnc3)no2)(C(=O)O)CC1 | 7% | 1% | 11 | 16% | -4 | -6% | -4 | 1% | -5 | 11%
CCC(Oc1ccccc1)C(=O)N(C)CC(=O)N(CC(C)C)c1c(N)n(CC(C)C)c(=O)[nH]c1=O (configuration not stated) | ? | -2% | 1 | -2% | -4 | 2% | 18 | 0% | -1 | 7%
Cc1ccc(-c2nc3ncccn3c2NC2CCCC2)o1 | -3% | 3% | -4 | 14% | 1 | -15% | -11 | -1% | 18 | -13%
C/C=C\C(=O)Nc1cccc(C2=NOC3(C2)C[C@@H](C(N)=O)N(C(=O)CC(c2ccccc2)c2ccccc2)C3)c1 (some centres not stated) | ? | -1% | . | 4% | 1 | 5% | 0 | -14% | . | ?
O=C(Nc1nnc(SCc2cccnc2)s1)C1CC(=O)N(c2ccc(F)cc2)C1 (configuration not stated) | 12% | -1% | 4 | 7% | 8 | 1% | -2 | -28% | 4 | -4%
Cc1cccc(N2CC(C(=O)OCc3ccc([N+](=O)[O-])cc3)CC2=O)c1 (configuration not stated) | -4% | -1% | -6 | -25% | 13 | 5% | -15 | 9% | -30 | -24%
O=C(Nc1cccc(S(=O)(=O)N2CCCCCC2)c1)C1CCN(C(=O)c2ccc(F)cc2)CC1 | 3% | 1% | -5 | 19% | -1 | -4% | -22 | 5% | 10 | 0%
CCc1ccc(NC(=O)COC(=O)CCc2nc3cc(S(=O)(=O)N(CC)CC)ccc3n2C)cc1 | -4% | -1%[46.1 µM] | -43 | -8% | -2 | 0% | 15 | 1% | -3 | 17%
CCOc1ncccc1C(=O)OCC(=O)NCc1ccccc1 | 3% | -1% | -6 | 5% | . | . | 9 | 0% | -1 | -2%
CN(C(=O)c1ccc2c(c1)CCN2S(C)(=O)=O)c1ccccc1 | -2% | 1% | -18 | 0% | -1 | 4% | -2 | 6% | 1 | 11%
O=C(CCN1CCOCC1)Nc1ccc(Cl)cc1 | 2% | . | 6 | -2% | 6 | -1% | -4 | 0% | 6 | 3%
O=C(NC1CCCC1)C(c1ccccc1)N(Cc1ccccc1)C(=O)c1csnn1 (configuration not stated) | 5% | -4% | -14 | -3% | 1 | -4% | -6 | 2% | 1 | -6%
CC(C)Cc1ccc(S(=O)(=O)Nc2ccccn2)cc1 | 3% | 5% | 0 | 5% | 15 | -1% | -3 | 0% | -7 | 9%
Cc1cccc(Oc2ccc(C(=O)NC3CCSC3=O)cn2)c1C (configuration not stated) | -5% | -4% | 4 | -27% | ? | 3% | -5 | 2% | -1 | 1%
Cc1ccc2c(c1)cc1c(=O)[nH]ncn12 | 3% | -8% | 13 | 8% | 6 | 7% | 8 | 2% | 5 | ?
Cc1cc(=O)[nH]c(SCC(=O)C23CC4CC(CC(C4)C2)C3)c1C#N | 13% | 11% | 2 | 12% | 12 | 12% | -40 | -1% | -13 | -26%
CSCCC(NS(=O)(=O)c1ccc2ccccc2c1)C(=O)OCC(=O)c1ccc(C(C)C)cc1 (configuration not stated) | -2% | 0%[46.1 µM] | -28 | -1% | 2 | -1% | 14 | -10% | 13 | ?
CN(C)C(=O)/C(C#N)=C\c1cc(Br)c(Sc2ccc(Cl)cc2)o1 | 8% | -9%[46.1 µM] | -7 | 6% | ? | 6% | -7 | 0% | 8 | ?
O=C(O)CSCCCC(=O)Nc1ccc(Br)cc1 | 12% | 0% | 1 | 4% | 3 | -1% | -1 | 0% | -4 | -4%
N#Cc1nc(COc2ccc(Cl)cc2)oc1NCc1ccc2c(c1)OCO2 | . | -6% | -20 | 7% | 24 | 27% | -22 | 2% | 9 | -30%
Cc1ccc(-c2csc3ncn(CC(=O)N4CCOCC4)c(=O)c23)cc1C | 0% | -2% | -3 | 3% | -2 | 1% | -8 | 5% | -9 | ?
Cc1cc(Nc2ccc(Cl)cc2)n(-c2cccc(Cl)c2)n1 | 9% | 6% | -10 | -14% | 4 | ? | -20 | 3% | 10 | 2%
O=c1c(Cl)c(Cl)cnn1Cc1nnc(-c2ccccc2Br)o1 | -3% | 3% | -4 | 2% | 1 | 0% | -18 | -1% | 9 | 10%
COc1cc(SC)ccc1C(=O)OCC(=O)NC1CCCCC1 | 1% | 3% | 11 | 8% | 18 | -7% | -5 | 1% | 20 | -11%
CC(=O)Nc1ccc(S(=O)(=O)N(c2cccnc2)S(=O)(=O)c2ccc(NC(C)=O)cc2)cc1 | -3% | -1%[46.1 µM] | -6 | 4% | -2 | 3% | -6 | -8% | -2 | ?
CCN(CC)CCNC(=O)CNC(=S)N(CCCN1CCOCC1)Cc1cccs1 | -3% | 5% | 0 | 14% | 3 | -8% | 2 | 0% | -5 | -6%

Source: PubChem (National Center for Advancing Translational Sciences (NCATS))
